# From PubChem
# Vif imaging = inhibitors of HIV Vif | HEK293T cells, Vif self-association by quenched fluorescence, imaging, 24 h | 340,000 tested, 0.35% active | AID 602346 | inhibition, % at 7.49 µM; in the data active = inhibition above about 50%, passing the limit was not always enough; note: some results filed as inactive read as strong as hits
# ABCB6 inh 2 = blocks the human ABCB6 transporter. K562-ABCB6 porphyrin accumulation, flow cytometry, 1 h; stronger effect = lower value. fluorescence ratio to DMSO, % at 10 µM. 360,000 tested, 0.19% active. AID 602162;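 active = fluorescence ratio to DMSO below 75%, the collection mean minus 3 SD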;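 note: signal is porphyrin accumulated inside mitochondria; 100% equals median channel fluorescence of DMSO control wells; lower ratio means ABCB6 inhibition with less porphyrin fluorescence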
# NOD2-RIPK2 inh = blocks binding of human NOD2 to RIPK2; O43353; AID 624267; CHO BLA complementation NOD2-RIPK2, CCF4 ratio; 360,000 tested, 0.38% active; inhibition, % at 4.98 µM; in the data active = inhibition above about 21%;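 note: 0% = vehicle only and 100% = reference blocker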
# Glyco luc inh = blocks N-linked glycosylation in D54 reporter cells; reporter increase, % at 12.5 µM; 360,000 tested, 0.23% active; D54 ERlucT glycosylation luciferase reporter, 24 h; percent of 100 nM tunicamycin response;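 active = mean luciferase reporter signal, scaled so untreated is 0 and the glycosylation-blocking control 100, at or above a set limit in every replicate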;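 note: luciferase carries N-glycosylation sites so blocking glycosylation raises the light; 0% = median of neutral control wells and 100% = median of 100 nM tunicamycin wells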
# MC4R ag barr = agonists of human melanocortin 4 receptor (MC4R) beta-arrestin. 360,000 tested, 0.98% active. U2OS MC4R beta-arrestin complementation, luminescence; percent of melanotan II response, DMSO zero. P32245. activation, % at 8.9 µM;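 active = activation above a per-plate cutoff, the mean activation of sample wells on that plate plus 3 SD, cut at about 8% in these data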
# TLR9-MyD88 block = inhibitors of human TLR9-MyD88 binding. AID 504734. 340,000 tested, 0.21% active. CHO BLA complementation TLR9-MyD88, CCF4 FRET ratio. Q9NR96+Q99836. inhibition, % at 4.98 µM;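 active = inhibition above the mean over all tested compounds plus 3 SD, cut at about 21% in these data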;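 note: 0% = DMSO only wells and 100% = clavulanate BLA inhibitor control wells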
# Granule exo inh = lytic granule exocytosis inhibition | TALL-104 LAMP-1 surface exposure, flow cytometry; cells stimulated with thapsigargin and PMA | inhibition, % at 10 µM | 360,000 tested, 0.66% active;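 active = inhibition above about 55%, limit read from the data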
# ABHD5-PLIN5 inh = blocks binding of human ABHD5 to perilipin-5. Q00G26+Q8WTS1. Split G. princeps luciferase complementation, luminescence, 4 h. inhibition, % at 4 µM. 360,000 tested, 0.78% active. AID 602281;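 active = inhibition above the mean inhibition across every tested compound plus 3 SD, cut at about 22% in these data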;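 note: 0% = DMSO only wells and the 100% control is not disclosed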
# Target sequence (Q00G26 whole entry, looked up): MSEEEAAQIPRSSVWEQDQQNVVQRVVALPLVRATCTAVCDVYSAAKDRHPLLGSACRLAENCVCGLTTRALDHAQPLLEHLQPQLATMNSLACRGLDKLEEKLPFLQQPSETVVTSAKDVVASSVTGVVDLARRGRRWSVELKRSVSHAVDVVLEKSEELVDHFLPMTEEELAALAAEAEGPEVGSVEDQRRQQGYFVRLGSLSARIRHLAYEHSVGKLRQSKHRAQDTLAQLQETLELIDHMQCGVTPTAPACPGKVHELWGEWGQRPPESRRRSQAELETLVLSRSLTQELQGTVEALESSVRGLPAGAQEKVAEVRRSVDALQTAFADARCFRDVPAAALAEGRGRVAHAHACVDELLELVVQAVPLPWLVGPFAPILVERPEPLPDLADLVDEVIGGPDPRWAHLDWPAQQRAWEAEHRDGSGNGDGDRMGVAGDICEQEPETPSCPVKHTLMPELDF
# Target sequence (Q8WTS1 whole entry, looked up): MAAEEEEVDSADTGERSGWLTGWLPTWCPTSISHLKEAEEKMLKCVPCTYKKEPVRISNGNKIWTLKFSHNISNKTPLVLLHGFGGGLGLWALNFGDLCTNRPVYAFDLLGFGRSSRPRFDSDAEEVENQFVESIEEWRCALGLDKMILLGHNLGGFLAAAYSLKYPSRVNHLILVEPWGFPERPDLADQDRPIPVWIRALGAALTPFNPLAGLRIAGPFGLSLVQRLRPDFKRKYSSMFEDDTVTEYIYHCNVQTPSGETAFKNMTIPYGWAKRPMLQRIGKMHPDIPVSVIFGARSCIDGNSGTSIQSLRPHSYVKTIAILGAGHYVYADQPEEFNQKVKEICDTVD
# aDG glyco act = increases alpha dystroglycan glycosylation. activation, % at 10 µM. Pro5-aDG cells, alpha-DG glycosylation AlphaScreen (IIH6); 0% Pro5, 100% B10-LARGE cell signal. AID 624168. 360,000 tested, 0.22% active;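 active = activation of at least 8% versus controls, or a plate z-score of at least 8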;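 note: Pro5 are CHO cells carrying HIG-tagged alpha-DG that lacks glycosylation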
# MC4R antagonist = blocks human MC4R cAMP signaling; P32245; MC4R-expressing cells, MTII-stimulated cAMP, LANCE TR-FRET; inhibition, % at 6.5 µM; 360,000 tested, 0.48% active; AID 540295;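 active = inhibition above its plate's cutoff, the mean of tested wells on that plate plus 3 SD, cut at about 29% in these data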;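 note: 0% = Melanotan II alone and 100% = Melanotan II plus saturating MCL0020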
#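 Material: U2OS-MC4R stable cell line | Reagent: Melanotan II challenge after compound preincubation | Doses: One concentration, 6.5 µM nominal | Incubation: 30-min compound preincubation, 1-h Melanotan II challenge, 1-h detection, room temperature | Signal: TR-FRET cAMP assay | Replicates: One well per compound, no replicates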
# An asterisk follows results filed as active; . = not tested or not shown. An excerpt, so the mix of outcomes need not match the whole.
SMILES,Vif imaging,ABCB6 inh 2,NOD2-RIPK2 inh,Glyco luc inh,MC4R ag barr,TLR9-MyD88 block,Granule exo inh,ABHD5-PLIN5 inh,aDG glyco act,MC4R antagonist
COc1cccc(NC(=O)CN2CCC(C)CC2)c1,1,98,10,-4,4.3,-2,0,-3,0.5,14
COC(=O)c1ccccc1NC(=O)C1CCCN(S(C)(=O)=O)C1 (configuration not stated),7,102,-22,-1,-0.1,7,-7,-5,0.1,10
Cc1nn(C(C)C(=O)NCc2cccs2)c(C)c1[N+](=O)[O-] (configuration not stated),1,101,1,2,-0.5,8,-1,3,0.2,10
O=C(NCc1ccc(F)cc1)c1c2c(nc3ccccc13)CCN(Cc1ccccc1)C2,-26,97,1,2,-0.5,2,9,0,-0.1,11
CC1CN(Cc2nc3c(c(=O)n(C)c(=O)n3C)n2CC(O)CO)CC(C)O1 (configuration not stated),-8,97,4,3,1.1,5,13,2,5.1,-6
NS(=O)(=O)c1cc(C(=O)O)cc(N2CCCC2)c1Oc1ccccc1,-6,96,3,0,0.2,-2,4,4,-0.3,6
Cn1c(=O)n(C)c2cc(S(=O)(=O)NCc3ccccc3)ccc21,.,98,-2,0,-0.6,4,9,-6,0.1,7
O=C(Nc1nc2ccccc2[nH]1)c1cccc([N+](=O)[O-])c1,-6,93,-3,-2,-3.5,2,0,-2,-0.5,9
CC1CC(C)CN(C(=O)CCn2c(=O)oc3ccccc32)C1 (configuration not stated),-3,102,-9,-1,-2.5,-7,0,8,-0.1,3
COc1cc(CN2CCCC(N3CCc4ccccc4C3)C2)c(Cl)cc1O (configuration not stated),2,98,2,-1,2.2,-1,1,-3,0.2,13
CC(C(N)=O)N1C(=O)NC2(CCCc3ccccc32)C1=O (configuration not stated),9,88,-1,1,-1.2,7,9,-10,-0.1,7
COc1ccc2nc(COC(=O)c3ccco3)c(C(C)=O)[n+]([O-])c2c1,3,97,12,-1,-1.4,6,-2,5,-0.2,0
CCOC(=O)N1CCN(Cc2c(F)cccc2Cl)CC1,6,97,-10,2,-0.2,5,-4,-1,-0.1,11
CCn1cnc2sc(C(=O)Oc3cccc(C)c3)c(C)c2c1=O,-4,95,1,0,-1.3,12,-1,6,0.7,3
C[C@@H]1CN([C@@H](C)CO)C(=O)CCCn2nncc2CO[C@H]1CN(C)C(=O)C1CC1,.,101,7,2,0.5,-1,15,11,-0.1,11

# 12 of these compounds in another layout.
# Values run as follows: Vif imaging	ABCB6 inh 2	NOD2-RIPK2 inh	Glyco luc inh	MC4R ag barr	TLR9-MyD88 block	Granule exo inh	ABHD5-PLIN5 inh	aDG glyco act	MC4R antagonist
- O=C(NCc1ccc(F)cc1)c1c2c(nc3ccccc13)CCN(Cc1ccccc1)C2
  -26	97	1	2	-0.5	2	9	0	-0.1	11
- CC1CN(Cc2nc3c(c(=O)n(C)c(=O)n3C)n2CC(O)CO)CC(C)O1 (configuration not stated)
  -8	97	4	3	1.1	5	13	2	5.1	-6
- NS(=O)(=O)c1cc(C(=O)O)cc(N2CCCC2)c1Oc1ccccc1
  -6	96	3	0	0.2	-2	4	4	-0.3	6
- Cn1c(=O)n(C)c2cc(S(=O)(=O)NCc3ccccc3)ccc21
  .	98	-2	0	-0.6	4	9	-6	0.1	7
- O=C(Nc1nc2ccccc2[nH]1)c1cccc([N+](=O)[O-])c1
  -6	93	-3	-2	-3.5	2	0	-2	-0.5	9
- CC1CC(C)CN(C(=O)CCn2c(=O)oc3ccccc32)C1 (configuration not stated)
  -3	102	-9	-1	-2.5	-7	0	8	-0.1	3
- COc1cc(CN2CCCC(N3CCc4ccccc4C3)C2)c(Cl)cc1O (configuration not stated)
  2	98	2	-1	2.2	-1	1	-3	0.2	13
- CC(C(N)=O)N1C(=O)NC2(CCCc3ccccc32)C1=O (configuration not stated)
  9	88	-1	1	-1.2	7	9	-10	-0.1	7
- COc1ccc2nc(COC(=O)c3ccco3)c(C(C)=O)[n+]([O-])c2c1
  3	97	12	-1	-1.4	6	-2	5	-0.2	0
- CCOC(=O)N1CCN(Cc2c(F)cccc2Cl)CC1
  6	97	-10	2	-0.2	5	-4	-1	-0.1	11
- CCn1cnc2sc(C(=O)Oc3cccc(C)c3)c(C)c2c1=O
  -4	95	1	0	-1.3	12	-1	6	0.7	3
- C[C@@H]1CN([C@@H](C)CO)C(=O)CCCn2nncc2CO[C@H]1CN(C)C(=O)C1CC1
  .	101	7	2	0.5	-1	15	11	-0.1	11

# Further structures:
SMILES,Vif imaging,ABCB6 inh 2,NOD2-RIPK2 inh,Glyco luc inh,MC4R ag barr,TLR9-MyD88 block,Granule exo inh,ABHD5-PLIN5 inh,aDG glyco act,MC4R antagonist
O=C(NCc1ccccc1)c1cc(C2CCCCN2C(=O)CCc2ccccc2)on1 (configuration not stated),23,96,-18,-2,1.6,.,10,13,-0.2,8
CC1(NCc2ccc(Cl)cc2)COP(=O)(NCc2ccccc2)OC1 (configuration not stated),1,109,8,3,3.3,-4,-1,-12,0.5,-4
CCC1(C)Cc2ccccc2C(=S)N1 (configuration not stated),-5,92,5,0,-1.5,-3,0,1,0.0,9
Cc1ccc(S(=O)(=O)NC2=NCN(C3CCN(Cc4ccccc4)CC3)CN2)cc1,-23,105,3,2,-0.5,1,-2,-2,0.1,-1
Cc1ccccc1NC(=O)Cc1cn(C)c2ccccc12,6,105,-5,0,-2.0,14,-2,-2,-0.1,2
Cc1cc(C)c(NC(=O)CSc2ccc(-c3ccccn3)nn2)c(C)c1,0,93,-12,2,-3.4,6,-1,2,0.0,0
CC1=C(C(=O)N2CCOCC2)CC(CC(=O)NC2CCCCC2)C(=O)N1Cc1ccccc1 (configuration not stated),0,103,-1,3,-0.2,0,-3,0,0.3,9
CCOC(=O)c1sc(C)c2c1NC1(CCCCCC1)NC2=O,16,119,4,1,0.6,-6,-2,6,0.3,3
S=C(NCc1ccccc1)NCc1cccc(Cl)c1,0,94,4,-2,-3.4,-8,1,4,0.0,0
Cc1nc(C)c(/C(O)=C\c2nc3ccc([N+](=O)[O-])cc3oc2=O)o1,6,94,-6,-3,-1.6,.,-1,2,0.2,-6
CCn1c(CNC(=O)c2ccccc2F)cc2cc(C)ccc21,-5,103,-2,-1,-0.9,4,-15,-2,0.1,-3
Cc1cccc2cc(C#N)c(NCCNS(=O)(=O)c3ccc4c(c3)OCCO4)nc12,-8,103,-9,2,1.6,-2,-1,12,0.1,-4
CCOC(=O)c1ccc(Oc2c(C)oc3cc(OS(C)(=O)=O)ccc3c2=O)cc1,-8,93,-18,2,0.0,-11,1,7,0.3,17
Oc1ccc(Cl)cc1CNCC1CCCCC1,-1,103,-13,-3,1.6,2,0,8,0.1,-4
COc1ccc(-c2nc3c(c(=O)[nH]c(=O)n3Cc3ccccc3)n2C)cc1,-2,105,-11,-2,0.1,-5,-4,5,-0.3,4
C=CCn1c(SCc2ccc3c(c2)OCO3)nc2scc(-c3ccco3)c2c1=O,4,97,-2,1,-1.8,-5,-1,36*,-0.1,15
CN1C(=O)c2ccc(NC(=O)CCS(=O)(=O)c3ccccc3)cc2C1=O,-1,100,-10,1,0.3,1,0,0,-0.2,17
CC1CN(C(=O)C2CCCC2)C(C)CN1C(=O)C1CCCC1 (configuration not stated),9,95,0,0,-1.5,-2,1,-5,-0.2,1
COc1ccc(NC(=O)C2CCCN(CCCc3ccccc3)C2)cc1OCC(C)C (configuration not stated),-14,101,13,-5,5.5,5,49,39*,0.5,1
Brc1ccc(-c2nnc3n2C2(CCCC2)Cc2ccccc2-3)o1,-10,89,-2,-3,1.9,-8,-3,7,0.0,18
C/C(CC(=O)Nc1cccc(Cl)c1C)=N\NC(=O)Cc1csc(N)n1,5,103,-3,1,-0.3,-9,-1,-1,-0.6,0
O=C(c1cc(-c2ccccc2)n[nH]1)N1CCc2c([nH]c3ccccc23)C1c1ccccn1 (configuration not stated),39,105,2,2,-1.1,4,-1,0,0.3,-1
O=C(O)c1ccccc1SCCS(=O)(=O)c1ccc(Cl)cc1Cl,3,92,0,3,-0.7,2,-5,2,0.0,6
COC(CNC(=O)C1CCCN(S(=O)(=O)c2ccc3c(c2)oc(=O)n3C)C1)OC (configuration not stated),9,98,-4,3,0.4,4,0,5,-0.1,1
CSc1ncccc1C(=O)Nc1nc(C(C)(C)C)cs1,-2,103,-9,-2,2.8,-1,1,-4,0.3,26
CCN1C(=O)C(CC(=O)Nc2ccc(F)cc2)N(Cc2ccc3c(c2)OCO3)C1=S (configuration not stated),-7,95,-1,0,1.6,7,-2,6,0.6,8
COc1cc(C(=O)Sc2ccc(Cl)cc2)cc(OC)c1OC,-13,89,4,9,-1.7,6,1,-19,-0.5,5
CCOC(=O)C(NCc1ccccn1)(NC(=O)c1cccnc1)C(F)(F)F (configuration not stated),9,94,-2,9,-0.4,-15,-4,0,0.1,-4
COc1ccc(-c2cc(C(=O)NCCCn3ccnc3)no2)cc1,0,99,-3,-4,0.1,7,-3,-1,0.0,-1
CCOc1ccc(NC(=O)CSc2nc3[nH]ncc3c(=O)n2-c2ccccc2OC)cc1,6,105,-6,3,-2.2,9,7,5,0.1,-8
CCOC(=O)C1CCN(C(=O)CCCn2c(=O)c3cccn3c3cccnc32)CC1,4,98,-16,2,-2.4,-14,-3,8,0.2,5
Cc1ccc(C(=O)NCC(=O)Nc2ncccc2C)s1,-8,97,-19,0,4.3,-2,-6,2,0.3,4
CN(C)C(=O)COC(=O)c1ccc(S(=O)(=O)NCc2ccco2)cc1,5,104,-1,1,-1.2,5,-1,0,0.2,0
O=C1N/C(=C/c2ccc(N3CCOCC3)o2)C(=O)N1c1ccccc1,.,105,40*,15,-2.6,9,-1,80*,-0.1,0
CC(=O)Nc1ccc(OCc2cccc([N+](=O)[O-])c2)cc1,-3,101,-5,-1,0.8,-1,-5,0,-0.3,-6
O=C1Nc2ccccc2/C1=C/c1ccccc1Cl,-9,96,3,1,0.4,10,11,27*,0.0,6
O=c1o[nH]c(-c2ccccc2)c1C1=NCCCCC1,19,96,-1,-1,-2.1,4,1,1,-0.2,10
C=Cc1ccc(Cn2c(C)c(C(=O)NCc3ccccc3C(F)(F)F)sc2=O)cc1,8,96,-16,-3,2.3,.,-3,-16,0.0,8
NC(=O)c1cccnc1Nc1cccc(F)c1,-1,103,-12,4,0.5,11,-2,11,-0.2,-8
COc1ccc(-n2c(C)nc3c(cnn3-c3ccc(Cl)cc3)c2=O)cc1,-26,94,-10,-2,0.0,4,2,-3,2.7,4
O=C(CSc1nnc(-c2ccncc2)o1)N1CCCC1,-1,102,-1,1,-0.8,3,-5,6,-0.2,5
Nc1nonc1C(=O)NCCNc1ccc([N+](=O)[O-])cn1,-2,99,-14,-1,-0.8,-3,3,-4,-0.3,4
O=C(NCCc1cn2ccsc2n1)C1CCCCC1,-7,101,-14,2,-0.4,13,6,3,0.1,4
